Screens as filed in PubChem BioAssay.
eIF4E-4G inh – eIF4E/eIF4G interaction inhibition in translation initiation. AID 782. TR-FRET eIF4E-eIF4GI(517-606) binding, 2 h. inhibition, % at 21.7 µM. P63073+Q04637. hit rate 0.37% among 220,000;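 active = inhibition above about 30%, limit read from the data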;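 note: 0% = full FRET control wells and 100% = background wells lacking eIF4GI fragment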
EP2 mod – EP2 receptor (human) modulation; hit rate 0.83% among 260,000; induction, % at 25 µM; EP2-expressing cells, cAMP HTRF FRET, PGE2 co-stimulation;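 active = compounds whose cAMP rise, as percent of the full-agonist control response, exceeds 60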;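 note: rat C6 glioma line stably carrying human EP2 under a CMV promoter; the protocol text gives 20 µM as final concentration; 100% = response of wells given 1 µM PGE2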
Target sequence (P43116 whole entry, looked up): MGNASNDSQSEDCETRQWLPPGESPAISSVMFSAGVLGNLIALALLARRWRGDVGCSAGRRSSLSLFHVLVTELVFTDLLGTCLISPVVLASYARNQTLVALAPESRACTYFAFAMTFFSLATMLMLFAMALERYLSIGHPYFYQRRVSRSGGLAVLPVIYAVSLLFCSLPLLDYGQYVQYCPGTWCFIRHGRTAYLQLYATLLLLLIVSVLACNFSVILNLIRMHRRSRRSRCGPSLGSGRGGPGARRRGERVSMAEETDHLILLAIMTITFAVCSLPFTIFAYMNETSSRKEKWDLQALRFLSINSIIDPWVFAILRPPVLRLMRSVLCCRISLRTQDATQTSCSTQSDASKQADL
PGE2 EP2 inh – EP2 receptor (human) inhibition | P43116 | C6 glioma cells expressing human EP2, cAMP TR-FRET; cells stimulated with saturating PGE2 | inhibition, % at 25 µM | hit rate 0.52% among 260,000;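 active = percent inhibition above 40 after rounding to a whole number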;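 note: rat C6 glioma host cells with rolipram phosphodiesterase inhibitor present; the protocol text gives 20 µM as final concentration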
Rad51 HR inh – Rad51 (human) homologous recombination inhibition | inhibition, % at 10 µM | hRad51 DNA strand exchange, fluorescence dequenching | hit rate 0.085% among 200,000;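 active = inhibition above 40% at the single screening dose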;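 note: 0% = DMSO control wells and 100% = blanks with heterologous ssDNA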
Target sequence (Q06609 whole entry, looked up): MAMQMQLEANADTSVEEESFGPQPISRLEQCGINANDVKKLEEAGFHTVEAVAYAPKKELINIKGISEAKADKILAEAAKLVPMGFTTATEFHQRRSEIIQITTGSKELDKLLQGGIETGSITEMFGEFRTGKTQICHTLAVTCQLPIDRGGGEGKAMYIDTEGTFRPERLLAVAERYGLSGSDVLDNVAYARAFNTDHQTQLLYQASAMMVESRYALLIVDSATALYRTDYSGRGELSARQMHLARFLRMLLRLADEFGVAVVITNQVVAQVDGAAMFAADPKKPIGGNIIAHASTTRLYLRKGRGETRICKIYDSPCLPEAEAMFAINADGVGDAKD
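Material: human Rad51–ssDNA filaments; Probe or stimulus: labelled 47-mer dsDNA for strand exchange; Doses: single 10 µM dose; Incubation: 37 °C 15-min filament assembly, 30-min compound preincubation, 15-min exchange; Technique: FRET fluorescence dequenching, excitation 485 nm, emission 520 nm; Measure: Fluorescence-based percent inhibition, control- and blank-normalised; Benchmarks: plate control and blank wells.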
14-3-3 Bad inh – disrupts binding of bovine 14-3-3 zeta to phospho-Bad peptide | AID 781 | inhibition, % at 21.7 µM | hit rate 0.71% among 220,000 | TR-FRET 14-3-3zeta/Dy647-pBad peptide displacement, 1 h | P63103;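 active = inhibition above about 70%, limit read from the data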;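 note: 0% = full 14-3-3 plus peptide FRET controls and 100% = background without 14-3-3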
Target sequence (P63103 whole entry, looked up): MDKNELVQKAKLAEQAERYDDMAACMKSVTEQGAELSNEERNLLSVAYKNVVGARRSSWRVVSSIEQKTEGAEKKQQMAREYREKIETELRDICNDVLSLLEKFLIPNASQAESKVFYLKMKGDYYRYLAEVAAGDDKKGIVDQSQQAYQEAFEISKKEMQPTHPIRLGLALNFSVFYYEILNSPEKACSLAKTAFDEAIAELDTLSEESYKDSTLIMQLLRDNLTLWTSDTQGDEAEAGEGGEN
m-calpain inh – calpain II (pig) inhibition; purified calpain II, fluorogenic peptide substrate, 30 min; inhibition, % at 16 µM; hit rate 0.37% among 220,000; AID 1236;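 active = inhibition above about 50%, limit read from the data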
zVAD death inh – L929 zVAD cell death inhibition. hit rate 0.38% among 220,000. viability rescue, % at 10 µM. L929 zVAD necroptosis rescue, ATP luminescence, 24 h; with zVAD 60 µM;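 active = activation, scaled between plate controls, above about 75%, limit read from the data; inactive = activation under that limit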;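 note: 0% = zVAD with DMSO and 100% = DMSO alone without zVAD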
Hck Nef HTS – blocks Nef-activated human Hck kinase | hit rate 0.68% among 220,000 | AID 463187 | P08631 | Recombinant Hck-YEEI plus Nef, Z-Lyte FRET kinase assay | inhibition, % at 20 µM;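 active = Hck-Nef kinase inhibition above about 50%, limit read from the data; inactive = inhibition below that limit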;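 note: 0% = DMSO with Hck plus Nef and 100% = Hck alone without Nef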
TbHK1 inh – blocks Trypanosoma brucei hexokinase 1 activity; AID 1430; inhibition, % at 10 µM; recombinant TbHK1, G6PDH-coupled NADH A340; hit rate 0.11% among 220,000;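 active = inhibition of 50% or more in the single-dose primary screen; inactive = inhibition below 50%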
* hit, by the source's call; [ ] = another dose, or the depositor's remark. Some of the compounds tested; count on the stated rates, not on these rows.

How did CCCCSc1nnc(-c2ccccc2)c2ccccc12 do in these assays?
eIF4E-4G inh: 4[fluorescence artefact?]; EP2 mod: 57; PGE2 EP2 inh: 14; Rad51 HR inh: -6; 14-3-3 Bad inh: 1; m-calpain inh: 47; zVAD death inh: 0.6; Hck Nef HTS: 0; TbHK1 inh: -11

How did Cc1ccc(NC(=O)CCC(=O)NCCO)cc1 do in these assays?
eIF4E-4G inh: 3; EP2 mod: -1; PGE2 EP2 inh: 0; Rad51 HR inh: 2; 14-3-3 Bad inh: -8; m-calpain inh: 13; zVAD death inh: 0.8; Hck Nef HTS: 2; TbHK1 inh: -7

How did COCCSc1ccccc1C(=O)N1CCN(c2ccccc2)CC1 do in these assays?
eIF4E-4G inh: -2; EP2 mod: -14; PGE2 EP2 inh: 8; Rad51 HR inh: -1; 14-3-3 Bad inh: -7; m-calpain inh: 0; zVAD death inh: 3.0; Hck Nef HTS: 12; TbHK1 inh: -4

Results for CCCCC(=O)Nc1ccc(C)c(O)c1 ?
eIF4E-4G inh: -4[fluorescence artefact?]; EP2 mod: -19; PGE2 EP2 inh: 10; Rad51 HR inh: 1; 14-3-3 Bad inh: -4; m-calpain inh: 10; zVAD death inh: -0.2; Hck Nef HTS: 1; TbHK1 inh: -5

How did Cn1c(C(=O)O)ccc1S(=O)(=O)N(Cc1ccccc1)Cc1ccccc1 do in these assays?
eIF4E-4G inh: 1; EP2 mod: 21; PGE2 EP2 inh: 2; Rad51 HR inh: 7; 14-3-3 Bad inh: 5; m-calpain inh: 21; zVAD death inh: 1.1; Hck Nef HTS: 2; TbHK1 inh: -6

Results for COC(=O)C1=COC(OC2OC(CO)C(O)C(O)C2O)C2C1C=CC2(O)CO (stereo not given) ?
eIF4E-4G inh: 8; EP2 mod: -3; PGE2 EP2 inh: 18; Rad51 HR inh: -5; 14-3-3 Bad inh: 26; m-calpain inh: -11; zVAD death inh: -0.1; Hck Nef HTS: 43; TbHK1 inh: 4

What do the screens show for `O=C(c1cc2c(s1)-c1ccccc1OC2)N1CCc2ccccc2C1`?
eIF4E-4G inh: -1; EP2 mod: -40; PGE2 EP2 inh: 13; 14-3-3 Bad inh: -15; m-calpain inh: -354; Hck Nef HTS: -3; TbHK1 inh: -10

What do the screens show for `Cc1cccc(OCCSc2nc3ncnc(N)c3[nH]2)c1`?
eIF4E-4G inh: -5; EP2 mod: -37; PGE2 EP2 inh: 6; Rad51 HR inh: -7; 14-3-3 Bad inh: 8; m-calpain inh: 19; zVAD death inh: 2.2; Hck Nef HTS: 39; TbHK1 inh: 1

Results for COc1cccc(C2CC(c3c(-c4ccccc4)c4cc(Cl)ccc4[nH]c3=O)=NN2S(C)(=O)=O)c1OC (stereo not given) ?
eIF4E-4G inh: -26; EP2 mod: 24; PGE2 EP2 inh: 2; Rad51 HR inh: -1; 14-3-3 Bad inh: -1[fluorescence artefact?]; m-calpain inh: -218; zVAD death inh: -0.3; Hck Nef HTS: 2; TbHK1 inh: -23

How did CCCCOc1ccc(-c2ncc(C(=O)OCC)c(N)n2)cc1 do in these assays?
eIF4E-4G inh: 2; EP2 mod: -17; PGE2 EP2 inh: 10; Rad51 HR inh: 0; 14-3-3 Bad inh: 8; m-calpain inh: -52; zVAD death inh: -0.4; Hck Nef HTS: -1; TbHK1 inh: -3

What do the screens show for `Cc1c(NC(=O)C(C)NCC2CCCO2)c(=O)n(-c2ccccc2)n1C` (stereo not given)?
eIF4E-4G inh: 1; EP2 mod: -6; PGE2 EP2 inh: 0; Rad51 HR inh: 0; 14-3-3 Bad inh: -11; m-calpain inh: 4; zVAD death inh: -0.1; Hck Nef HTS: 0; TbHK1 inh: 7

What do the screens show for `Cc1ccc(-n2cccc2C(=O)NS(=O)(=O)c2ccc(C)cc2)cc1`?
eIF4E-4G inh: -1; EP2 mod: 7; PGE2 EP2 inh: 5; Rad51 HR inh: 1; 14-3-3 Bad inh: 8; m-calpain inh: -8; zVAD death inh: 0.6; Hck Nef HTS: 20; TbHK1 inh: 14

Results for COc1ccc(O[C@@H]2O[C@H](COC(C)=O)[C@@H](OC(C)=O)[C@H](OC(C)=O)[C@H]2NC(C)=O)cc1 ?
eIF4E-4G inh: -4; EP2 mod: 17; PGE2 EP2 inh: 2; Rad51 HR inh: 6; 14-3-3 Bad inh: -10[fluorescence artefact?]; m-calpain inh: 3; zVAD death inh: 0.4; Hck Nef HTS: -1; TbHK1 inh: -4

How did Cc1nc(S(=O)(=O)Cc2ccc(Cl)cc2)nc2c1CCC2 do in these assays?
eIF4E-4G inh: 4; EP2 mod: 11; PGE2 EP2 inh: 5; Rad51 HR inh: 5; 14-3-3 Bad inh: 41; m-calpain inh: -5; zVAD death inh: 0.4; Hck Nef HTS: -6; TbHK1 inh: 1

What do the screens show for `Cc1c2cnn(-c3ccccc3)c(=O)c2c(C)n1CCCC(=O)N1CCN(c2ncccn2)CC1`?
eIF4E-4G inh: -1; EP2 mod: 11; PGE2 EP2 inh: 1; Rad51 HR inh: 6; 14-3-3 Bad inh: -14; m-calpain inh: -14; zVAD death inh: -1.0; Hck Nef HTS: -9; TbHK1 inh: -3

What do the screens show for `Nc1nc(Nc2ccccc2F)nc(NCc2ccco2)c1[N+](=O)[O-]`?
eIF4E-4G inh: -5; EP2 mod: 57; PGE2 EP2 inh: 6; Rad51 HR inh: 5; 14-3-3 Bad inh: 0; m-calpain inh: -7; zVAD death inh: 0.6; Hck Nef HTS: 24; TbHK1 inh: -28

Results for CCOC(=O)C1(CCCc2ccccc2)CCN(C(=O)CCC2=NNC(=O)CC2)CC1 ?
eIF4E-4G inh: 1; EP2 mod: -23; PGE2 EP2 inh: 4; Rad51 HR inh: -20; 14-3-3 Bad inh: -9; m-calpain inh: 15; zVAD death inh: -0.4; Hck Nef HTS: -10; TbHK1 inh: 4

Results for Cc1cc2nc(-c3ccc4c(c3)CCC4)ccn2n1 ?
eIF4E-4G inh: 5; EP2 mod: 25; PGE2 EP2 inh: 3; 14-3-3 Bad inh: -1; m-calpain inh: -27; zVAD death inh: 1.2; Hck Nef HTS: -24; TbHK1 inh: -15

Results for C/C(N)=C(/C#N)C(=O)CSc1nc2cc(Cl)ccc2c(=O)n1Cc1ccco1 ?
eIF4E-4G inh: -3; EP2 mod: 5; PGE2 EP2 inh: 7; Rad51 HR inh: 4; 14-3-3 Bad inh: -2; m-calpain inh: -65; zVAD death inh: 2.4; Hck Nef HTS: 32; TbHK1 inh: -1

What do the screens show for `CCc1c(C)[nH]c(=S)c(C#N)c1C`?
eIF4E-4G inh: 2; EP2 mod: 16; PGE2 EP2 inh: 11; Rad51 HR inh: -11; 14-3-3 Bad inh: -3; m-calpain inh: 34; zVAD death inh: -0.2; Hck Nef HTS: -3; TbHK1 inh: -9

What do the screens show for `O=C(NCCCc1ccccc1)c1ccncc1`?
eIF4E-4G inh: -10; EP2 mod: -10; PGE2 EP2 inh: 5; Rad51 HR inh: -8; 14-3-3 Bad inh: 9; m-calpain inh: -29; zVAD death inh: 0.3; Hck Nef HTS: 1; TbHK1 inh: -1

How did COc1ccccc1-c1nnc2sc(COc3ccc(Cl)cc3)nn12 do in these assays?
eIF4E-4G inh: 2; EP2 mod: -42; 14-3-3 Bad inh: 4; m-calpain inh: 6; zVAD death inh: 0.0; Hck Nef HTS: 1; TbHK1 inh: -5

How did COc1ccc(/C=N/NC(=O)c2ccc3nc[nH]c3c2)cc1OC do in these assays?
eIF4E-4G inh: 9; EP2 mod: -31; PGE2 EP2 inh: 7; Rad51 HR inh: -6; 14-3-3 Bad inh: 1; m-calpain inh: 5; zVAD death inh: 0.1; Hck Nef HTS: 7; TbHK1 inh: -52

How did COc1ccc(Nc2ccccc2N)cc1 do in these assays?
eIF4E-4G inh: -1; EP2 mod: 29; PGE2 EP2 inh: -2; Rad51 HR inh: -29; 14-3-3 Bad inh: 0; m-calpain inh: -12; zVAD death inh: 92*; Hck Nef HTS: 12; TbHK1 inh: -1

How did O=C(CCSc1nc(-c2ccco2)cc(C(F)(F)F)n1)N1CCN(c2ccccc2)CC1 do in these assays?
eIF4E-4G inh: -1; EP2 mod: -12; PGE2 EP2 inh: 10; Rad51 HR inh: -3; 14-3-3 Bad inh: 0; m-calpain inh: -8; zVAD death inh: 0.1; Hck Nef HTS: 2; TbHK1 inh: -20

How did CC1(c2ccccc2Cl)NC(=O)N(CC(=O)NCc2ccco2)C1=O (stereo not given) do in these assays?
eIF4E-4G inh: 0; EP2 mod: 2; PGE2 EP2 inh: 3; Rad51 HR inh: 17; 14-3-3 Bad inh: -5; m-calpain inh: -19; zVAD death inh: 1.2; Hck Nef HTS: 19; TbHK1 inh: -3

What do the screens show for `CN(C)S(=O)(=O)N(CC(=O)Nc1ccccc1F)c1ccccc1`?
eIF4E-4G inh: -1; EP2 mod: -5; PGE2 EP2 inh: 6; Rad51 HR inh: 2; 14-3-3 Bad inh: 1; m-calpain inh: 25; zVAD death inh: 0.1; Hck Nef HTS: 8; TbHK1 inh: -1

Results for Cc1ccc(O)c(-c2cc(C(=O)Nc3c(C)n(C)n(-c4ccccc4)c3=O)[nH]n2)c1 ?
eIF4E-4G inh: 3; EP2 mod: 21; PGE2 EP2 inh: 8; 14-3-3 Bad inh: -2[fluorescence artefact?]; m-calpain inh: 12; Hck Nef HTS: -2; TbHK1 inh: 0

How did Cc1csc(Sc2nc3c(c(=O)[nH]c(=O)n3C)n2Cc2ccccc2Cl)n1 do in these assays?
eIF4E-4G inh: -10; EP2 mod: 29; PGE2 EP2 inh: 3; Rad51 HR inh: 3; 14-3-3 Bad inh: 0; m-calpain inh: 34; zVAD death inh: 0.1; Hck Nef HTS: 1; TbHK1 inh: -1

Results for Cc1ccc(NC(=S)N2CCN(Cc3ccc4c(c3)OCO4)CC2)c(C)c1 ?
PGE2 EP2 inh: 6; Rad51 HR inh: 6; zVAD death inh: -0.4; Hck Nef HTS: 0; TbHK1 inh: 7

What do the screens show for `CCOC(=O)c1cc(NC(=O)SCC(=O)O)c(C)nc1C`?
eIF4E-4G inh: 9; EP2 mod: 24; PGE2 EP2 inh: 7; Rad51 HR inh: 3; 14-3-3 Bad inh: -5[fluorescence artefact?]; m-calpain inh: -112; zVAD death inh: 0.4; Hck Nef HTS: 4; TbHK1 inh: 1

What do the screens show for `CN(C(=O)COc1ccccc1)c1nnc(-c2cccnc2)s1`?
eIF4E-4G inh: -9; EP2 mod: -4; 14-3-3 Bad inh: -12; m-calpain inh: -66; zVAD death inh: 1.9; Hck Nef HTS: 1; TbHK1 inh: 10

What do the screens show for `COc1ccc(S(=O)(=O)Nc2ccc(F)cc2)c(C)c1C`?
eIF4E-4G inh: -9; EP2 mod: 2; PGE2 EP2 inh: 4; Rad51 HR inh: 2; 14-3-3 Bad inh: -3; m-calpain inh: 18; zVAD death inh: 0.2; Hck Nef HTS: 1; TbHK1 inh: 4

How did Cc1ccc(N(CC(=O)NC2CC3CCC2C3)S(C)(=O)=O)cc1C (stereo not given) do in these assays?
eIF4E-4G inh: 3; EP2 mod: 7; PGE2 EP2 inh: 7; Rad51 HR inh: 1; 14-3-3 Bad inh: -15[fluorescence artefact?]; m-calpain inh: 6; zVAD death inh: 0.9; Hck Nef HTS: 1; TbHK1 inh: 7
